# UPR CHOP act = activators of apoptotic CHOP UPR arm, primary screen, cell-based, CHO-CHOP luciferase reporter, luminescence, uHTS; UPR activation; percent of tunicamycin response over DMSO baseline; activation, % at 10 µM; 330,000 tested, 0.34% active;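 active means at 10 µM dose, activation of 40% or more, normalized to positive control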;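 further: 100% = tunicamycin at 10 µg/mL and 0% = DMSO alone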
#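 Evaluation: % reporter activation, DMSO baseline versus tunicamycin full activation; System: CHO-CHOP luciferase reporter cell line; Input: 500 cells/well; Incubation: 6 h compound treatment, 37 °C; Measured by: Steady-Glo luciferase luminescence; Dosing: one dose, 10 µM in 0.5% DMSO; Buffer or medium: F12 medium, 10% FBS; Benchmarks: positive tunicamycin 10 µg/mL, negative DMSO alone.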
# XBP1 UPR activ = activators of adaptive XBP1 UPR arm, primary screen, cell-based, CHO-XBP1 luciferase reporter, luminescence, uHTS | activation, % at 20 µM | IRE1-XBP1 UPR activation; percent of tunicamycin response, DMSO as zero | 330,000 tested, 0.33% active;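 active means versus positive control, 20 µM dose yields 30% or more activation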;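 further: 100% = tunicamycin at 10 µg/mL and 0% = DMSO only wells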
#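 Assay system: CHO-XBP1 luciferase reporter cells; Schedule: 6 h treatment, 37 °C; Detection: glow luminescence from Steady-Glo reagent; Benchmarks: high control tunicamycin 10 µg/mL final, low control DMSO vehicle only.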
# APJ ag = agonists of human apelin receptor APJ, primary screen, CHO-K1 cells, PathHunter beta-arrestin, luminescence; P35414; activation, % at 20 µM; AID 2520, 2010; 0% DMSO wells, 100% apelin; 330,000 tested, 0.11% active;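 active means activation more than six SD over the plate average, tested at 20 µM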;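 further: 0% = DMSO alone and 100% = apelin-13 at 10 nM; some results filed as inactive read as strong as hits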
#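 Incubation: overnight seeding, 90 min compound at 25 °C, 1 h detection; test system: PathHunter CHO-K1 APJ (AGTRL-1) beta-arrestin reporter cells; amount: 1000 cells/well; doses: one dose, 20 µM compound, 1% DMSO; measured by: beta-gal luminescence; measure: agonist-driven arrestin binding to APJ; benchmarks: negative DMSO alone, positive Apelin-13 at 10 nM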
# NALP3 yeast inh = NALP3 inflammasome inhibitors in reconstituted yeast, primary screen, luminescence, uHTS; Yeast reconstituted NLRP3/ASC/caspase-1, beta-gal luminescence, 24 h; inhibition, % at 10 µM; AID 2825, 2010; 330,000 tested, 0.39% active;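 active means inhibition of 50% or more; inactive means inhibition below 50%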;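 further: plate controls were induced DMSO wells for no effect and uninduced yeast grown without galactose for full effect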
# TIM10 inh = growth inhibitors of isogenic TIM10 control yeast, primary screen, counter-screen for tim10-1 yeast inhibitor project, luminescence, uHTS; inhibition, % at 10 µM; 330,000 tested, 1.4% active; S. cerevisiae TIM10 strain growth, BacTiter-Glo luminescence, 24 h; AID 463195, 2010;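 active means inhibition of 40% or more at the single tested concentration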;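 further: wild-type TIM10 isogenic control strain grown at permissive 25 °C; 0% = DMSO yeast wells and 100% = minimal medium wells without yeast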
# Mdm2 MdmX PPI = inhibitors of human Mdm2-MdmX association, primary screen, cell-based, luminescence, split luciferase, SaOS-2, uHTS | Protein Mdm4 (Homo sapiens) + E3 ubiquitin-protein ligase Mdm2 (Homo sapiens), … | SaOS-2 split-luciferase Mdm2/MdmX complementation | inhibition, % at 8 µM | 330,000 tested, 3% active | AID 485346, 2010;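 active means inhibition of at least 50% at 8 µM in the primary screen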
# Target sequence (O15151 whole entry, looked up): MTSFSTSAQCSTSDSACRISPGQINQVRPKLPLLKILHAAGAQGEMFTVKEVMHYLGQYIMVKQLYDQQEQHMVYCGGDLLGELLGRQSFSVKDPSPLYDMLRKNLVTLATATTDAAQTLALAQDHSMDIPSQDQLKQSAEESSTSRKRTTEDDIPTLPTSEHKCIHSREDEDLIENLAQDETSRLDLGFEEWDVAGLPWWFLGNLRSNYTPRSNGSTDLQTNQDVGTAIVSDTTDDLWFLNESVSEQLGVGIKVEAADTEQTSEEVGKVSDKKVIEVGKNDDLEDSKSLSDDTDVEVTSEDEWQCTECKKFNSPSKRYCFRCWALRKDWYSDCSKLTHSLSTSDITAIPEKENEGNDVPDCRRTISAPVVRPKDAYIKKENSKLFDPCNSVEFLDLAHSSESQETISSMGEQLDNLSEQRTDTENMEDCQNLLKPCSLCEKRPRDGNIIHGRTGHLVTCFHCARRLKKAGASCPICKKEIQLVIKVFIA
# Target sequence (Q00987 whole entry, looked up): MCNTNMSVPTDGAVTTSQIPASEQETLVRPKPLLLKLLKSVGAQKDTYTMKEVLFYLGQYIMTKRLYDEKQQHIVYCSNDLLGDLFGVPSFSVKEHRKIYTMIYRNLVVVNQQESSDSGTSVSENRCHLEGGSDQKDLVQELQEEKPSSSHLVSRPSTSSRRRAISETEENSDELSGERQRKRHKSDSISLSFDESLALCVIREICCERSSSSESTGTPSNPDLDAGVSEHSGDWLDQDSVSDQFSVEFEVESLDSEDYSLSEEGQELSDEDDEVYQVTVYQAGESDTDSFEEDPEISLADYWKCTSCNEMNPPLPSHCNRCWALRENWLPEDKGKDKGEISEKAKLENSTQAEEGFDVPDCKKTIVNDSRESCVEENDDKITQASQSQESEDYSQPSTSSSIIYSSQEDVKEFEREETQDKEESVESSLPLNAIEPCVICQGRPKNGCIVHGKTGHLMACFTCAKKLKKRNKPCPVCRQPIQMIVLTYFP
# tim10-1 inh = growth inhibitors of tim10-1 mutant yeast, primary screen, luminescence, uHTS; S. cerevisiae tim10-1 ts strain growth, BacTiter-Glo, 24 h; inhibition, % at 20 µM; 330,000 tested, 2.2% active;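 active means inhibition of at least 40%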;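 further: mutant grown at 25 °C; 0% = DMSO wells with yeast and 100% = wells holding no yeast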
# tim23-1 inh = growth inhibitors of tim23-1 mutant yeast, primary screen, luminescence, uHTS. S. cerevisiae tim23-1 growth, BacTiter-Glo luminescence, 24 h. 330,000 tested, 1.3% active. AID 463212, 2010. inhibition, % at 20 µM;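 active means growth inhibition of the mutant yeast at or above 50%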;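 further: temperature-sensitive mutant grown at 25 °C; plate controls were DMSO-treated mutant yeast for no effect and medium wells lacking yeast for full effect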
# NR3A LBD binder = binders of NR3A ligand-binding domain, primary screen, biophysical, differential scanning fluorimetry, uHTS; NR3A LBD differential scanning fluorimetry, Tm shift; 0% = protein alone, 100% = glycine-bound protein; Tm shift relative to glycine control, % at 25 µM; 340,000 tested, 2.5% active;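 active means melting temperature shift of at least 10% of the positive control shift, at one fixed dose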
# Numbers without * were called inactive; . = not tested or not shown.
SMILES,UPR CHOP act,XBP1 UPR activ,APJ ag,NALP3 yeast inh,TIM10 inh,Mdm2 MdmX PPI,tim10-1 inh,tim23-1 inh,NR3A LBD binder
CCOC(=O)N1CCN(C(=O)C2CCCN(S(=O)(=O)c3ccc(C)cc3)C2)CC1 (stereo not given),-2.9,-2.1,-3.0,2.8,9.3,15.3,7.8,13.1,-2.7
CC(=O)CCc1oc2ccc(NC(C)=O)cc2c1-c1ccc(C)o1,-0.9,-6.1,-4.3,0.1,7.1,7.7,20.5,6.6,-0.2
CCCNC(=O)NC1CCCc2ccccc21 (stereo not given),0.3,0.2,2.1,2.0,-2.2,7.0,6.7,-0.1,1.8
COc1cc([C@@H]2OC[C@@H]3[C@H]2CO[C@@H]3c2ccc3c(c2)OCO3)ccc1O,-1.0,0.9,-1.1,-7.4,9.3,5.5,13.8,29.9,-0.9
O=C(Nc1nc2c(s1)CCc1ccccc1-2)c1cccs1,3.3,5.9,0.1,38.2,5.7,0.2,-4.0,3.6,4.6
N#Cc1nnn2c1nc(N)c1c(F)cccc12,-2.6,5.9,4.9,10.5,10.2,-0.4,3.8,12.8,4.8
O=C(COC(=O)CSc1ccc([N+](=O)[O-])cc1)NCCc1ccccc1,1.2,1.0,-0.2,2.4,10.7,-6.9,20.5,18.2,4.0
CCOc1ccc2cc(S(=O)(=O)N3CCCCC3)ccc2c1,2.2,-2.7,0.8,38.7,-14.1,0.7,10.0,6.8,-1.6
Cc1c(NC(=O)c2cc(-c3ccco3)on2)c(=O)n(-c2ccccc2)n1C,1.6,-1.3,-2.6,-3.0,3.4,-28.9,-4.8,4.1,2.2
COC(=O)c1cc(CNC(=O)c2ccccc2OCc2c(C)noc2C)ccc1OC,-0.2,-3.3,-0.4,20.8,4.6,4.4,25.2,3.7,-2.1
C/C(Cn1cnc([N+](=O)[O-])n1)=N/NC(=O)COc1c(Cl)cc(Cl)cc1Cl,-1.3,-1.9,-0.4,12.1,8.9,-35.0,10.4,5.3,3.0
CCCCOc1ccc(C(=O)NCC2(c3ccccc3)CCOCC2)cc1,0.4,-2.1,-1.6,15.0,19.6,15.9,30.9,41.1,-0.9
Cn1c(N2CCOCC2)c(C=O)c2ccccc21,-2.0,0.4,-4.2,17.1,12.8,-5.1,2.3,1.1,0.0
O=C(c1cc(=O)[nH]c2ccccc12)N(Cc1nnc(-c2ccccc2Cl)o1)C1CC1,0.4,-0.8,-0.7,-8.8,-8.3,19.1,-7.5,-0.9,-2.2
Cc1cccc(NC(=S)NC(=O)C(c2ccccc2)c2ccccc2)n1,0.5,6.6,4.5,18.7,2.4,45.7,7.7,-0.4,-6.4
COCCN(C(=S)Nc1cccc(C)c1)C(C)c1cccs1 (stereo not given),-0.1,-2.1,-4.8,12.7,32.5,8.7,38.5,38.0,0.6
Cn1c(NC(=O)/C=C/c2ccccc2)cc(=O)n(C)c1=O,6.7,-2.5,-3.4,10.7,3.1,-21.0,-25.0,-5.8,-2.2
CCOC(=O)c1ccc(Oc2cc(C)nc(Cl)n2)cc1,-1.2,0.7,-3.0,8.9,3.3,7.9,12.6,10.7,0.9
Cc1sc2ncnc(N3CCC(C(=O)Nc4nnc(SCc5ccccc5F)s4)CC3)c2c1C,-0.1,0.0,-2.7,8.6,4.3,20.6,-3.3,16.1,-7.2
O=C(Cc1sc(-c2ccccc2Cl)nc1-c1ccccc1)Nc1ccccc1,10.4,27.9,-1.0,3.1,-18.6,72.2*,-8.8,-14.5,-0.5
C=CCn1c(SCC(=O)Nc2cccnc2Cl)nnc1-c1ccc(C(C)(C)C)cc1,2.2,-0.1,-2.1,0.9,21.4,-6.2,22.6,28.4,-2.8
Cc1ccc(COc2ccc(C(=O)NN)cc2)cc1,3.7,-1.9,-0.3,35.1,0.2,6.8,-14.3,27.6,-4.8
CCOc1ccccc1NC(=O)C(=O)N/N=C/c1ccc([N+](=O)[O-])cc1,0.8,2.1,-0.1,-1.7,-19.3,20.9,1.5,-12.3,-5.2
CN1c2ccccc2C(C)(C)C12CC(c1cccc(S(=O)(=O)N3CCCC3)c1)=NO2 (stereo not given),2.0,0.0,-3.3,4.5,-13.5,69.1*,16.1,1.6,1.1
CCN1CCc2c(sc(N)c2C#N)C1,0.4,0.2,5.2,18.7,-0.5,-14.0,22.8,15.5,-1.9
CCn1c(/C=C/c2ccccc2)nc2ccccc21,0.8,-0.4,-4.5,47.8,11.1,-164.4,32.5,38.1,-1.1
O=C(C1CCCO1)N1CCN(C(=S)Nc2ccc(F)cc2)CC1 (stereo not given),1.1,-0.6,-2.6,16.6,-3.9,12.8,-2.1,2.8,1.9
N#CC1(NC(=O)CSc2nc3ncc(Cl)cc3[nH]2)CCCCC1,-0.2,0.4,10.0,22.3,2.3,17.4,4.3,1.4,2.2
CCN(CC)S(=O)(=O)c1ccc(NS(=O)(=O)c2ccc(OC)c([N+](=O)[O-])c2)cc1,-0.7,-1.4,-2.7,8.5,1.8,-10.0,-0.4,-2.7,-2.7
COC(=O)C1C(=O)C2=C(CC1C)NC(C)=C(C(=O)OC1CCCC1)C2c1ccc(N(C)C)cc1 (stereo not given),-1.1,2.8,-2.8,-14.2,11.8,-9.0,6.9,4.8,-3.8
C/C(=C(/CCO)SSCC1CCCO1)N(C=O)Cc1cnc(C)nc1N (stereo not given),-2.2,-8.8,-5.4,17.7,13.6,3.8,21.6,5.2,-0.6
CCc1nccn1CCC(=O)N1CCc2c([nH]c3ccccc23)C1CC(C)C (stereo not given),1.9,-0.8,-3.5,-3.2,-13.3,17.8,10.9,3.4,-1.2
C=C(C)C1Cc2c(C)nn(-c3ccccc3)c2C1 (stereo not given),0.5,-1.3,-3.1,-0.3,11.3,21.3,23.8,15.3,-0.4
C=CCN(Cc1nc(-c2cc(OC)c3c(c2)OCO3)oc1C)C1CCS(=O)(=O)C1 (stereo not given),0.3,0.0,-2.5,0.3,17.8,-5.1,23.8,15.7,0.5
CCOC(=O)C1=NN(C(=O)c2ccc(OC)cc2)C(O)(c2ccc(Cl)cc2)C1 (stereo not given),-3.3,-1.7,-7.2,6.6,19.5,-16.1,28.3,39.0,-5.6
CCOC(=O)c1cc(C(C)C)sc1NC(=O)COC(=O)c1nccnc1N,0.6,2.9,6.7,31.3,2.7,10.3,9.9,18.0,-2.0
C/C(=N\Nc1ccc(F)cc1F)c1ccc(F)cc1,0.4,-2.1,0.9,9.8,23.1,-35.2,23.4,22.1,.
Cc1cc(C)c(C#N)c(OCC(=O)Nc2ccccc2)n1,1.2,-2.1,-1.1,12.3,0.4,-20.6,1.5,6.2,-0.7
Cc1cc(C)cc(OCC(=O)NCC2CCCO2)c1 (stereo not given),-7.7,-8.2,5.6,16.2,-3.5,9.5,-2.1,3.8,-1.5
Cc1ccc(-n2nnnc2SCC(=O)NCC2CCCO2)cc1C (stereo not given),0.9,-0.8,-5.3,2.6,-1.9,-1.8,0.9,-1.3,0.6
COc1ccc(C(CNC(=O)c2cccc3cccnc23)N(C)C)cc1 (stereo not given),-0.6,1.0,-4.2,4.0,-11.1,-9.7,-7.2,-0.4,-1.0
CCOc1ccccc1-n1nnnc1SCC(=O)NC(=O)Cc1ccccc1,0.7,-5.0,-0.4,12.7,10.5,-14.7,2.9,13.0,-0.3
CC1CN(Cc2ccccc2)c2nc3c(c(=O)n(CC(N)=O)c(=O)n3C)n2C1 (stereo not given),-0.8,-0.5,-4.2,6.5,12.5,-5.0,-5.4,10.0,-1.6
CCOc1ccc(C(=O)N2CCc3ccccc32)cc1OCC,1.9,-1.2,1.2,26.4,11.0,20.4,27.6,32.4,0.5
O=c1cc(CSc2ccccc2)nc(-c2ccncc2)[nH]1,-0.3,-3.1,-3.2,15.6,-8.9,15.1,-8.7,0.0,-0.5
Cc1ccc(-c2cccc(NC(=O)C3C(C(=O)O)[C@@H]4C=C[C@H]3C4)c2)o1 (stereo not given in full),-1.5,0.1,-2.9,11.9,7.5,27.7,6.0,11.0,-1.0
O=C(NCCc1ccc(F)cc1)c1ccc(NS(=O)(=O)c2ccc3[nH]c(=O)[nH]c3c2)cc1,3.0,-1.1,-3.5,6.6,-2.0,12.4,-13.9,0.9,-4.4
Clc1ccc2[nH]cc(-c3nnnn3-c3ccccc3)c2c1,-0.6,2.7,-3.0,12.1,41.7*,31.5,28.6,21.3,5.0

# By substructure: the compounds so far with a nitro group on carbon.
SMILES,UPR CHOP act,XBP1 UPR activ,APJ ag,NALP3 yeast inh,TIM10 inh,Mdm2 MdmX PPI,tim10-1 inh,tim23-1 inh,NR3A LBD binder
O=C(COC(=O)CSc1ccc([N+](=O)[O-])cc1)NCCc1ccccc1,1.2,1.0,-0.2,2.4,10.7,-6.9,20.5,18.2,4.0
C/C(Cn1cnc([N+](=O)[O-])n1)=N/NC(=O)COc1c(Cl)cc(Cl)cc1Cl,-1.3,-1.9,-0.4,12.1,8.9,-35.0,10.4,5.3,3.0
CCOc1ccccc1NC(=O)C(=O)N/N=C/c1ccc([N+](=O)[O-])cc1,0.8,2.1,-0.1,-1.7,-19.3,20.9,1.5,-12.3,-5.2
CCN(CC)S(=O)(=O)c1ccc(NS(=O)(=O)c2ccc(OC)c([N+](=O)[O-])c2)cc1,-0.7,-1.4,-2.7,8.5,1.8,-10.0,-0.4,-2.7,-2.7

# Following part
SMILES,UPR CHOP act,XBP1 UPR activ,APJ ag,NALP3 yeast inh,TIM10 inh,Mdm2 MdmX PPI,tim10-1 inh,tim23-1 inh,NR3A LBD binder
CC(C)(C)c1ccc(C(=O)N2CCN(CCNC(=O)C(=O)NCc3ccccc3)CC2)cc1,1.4,-3.3,0.7,11.5,9.2,4.7,26.2,10.7,-1.6
O=C(N1CCOCC1)N1CCC(NC(=O)C23CC4CC(CC(C4)C2)C3)CC1,2.0,-1.8,-3.3,10.7,-1.0,-13.4,-1.9,6.8,-0.3
Cc1nc2ccc(S(=O)(=O)NC(C(=O)NCc3ccc4c(c3)OCO4)C(C)C)cc2s1 (stereo not given),0.7,-0.4,-1.4,2.3,5.9,2.3,12.0,17.2,-1.2
C/C(=N/NC(=O)CSc1nc2ccccc2n1C)c1ccc(O)cc1,0.9,-1.6,-4.5,15.3,4.6,4.6,25.4,14.4,-4.0
CCN(CC(=O)Nc1ccccc1OC)C(=O)Cn1cnc2ccccc2c1=O,0.2,-0.3,0.1,11.6,3.9,17.7,-8.8,-9.7,-0.5
COc1ccc(CCNC(=O)COC(=O)/C=C/c2cccs2)cc1OC,0.7,-2.0,-0.8,-6.3,-2.1,4.2,10.7,9.9,0.5

# The order is random. Share with any hit: about 8.2%.
